# Screening results (PubChem BioAssay)
# Jurkat NFkB inh = inhibitors of the PMA/ionomycin-induced NF-kB reporter in Jurkat cells | PMA/ionomycin-induced NF-kB luciferase reporter, luminescence | inhibition, % at 4 µM | 0.53% of 330,000 active | AID 435003; in the data active = inhibition above about 50%
# TIM10 inh = inhibits growth of TIM10 yeast strain; S. cerevisiae TIM10 strain growth, BacTiter-Glo luminescence, 24 h; AID 463195; inhibition, % at 10 µM; 1.4% of 330,000 active;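 active = inhibition of 40% or more at the single tested concentration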;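 note: wild-type TIM10 isogenic control strain grown at permissive 25 °C; 0% = DMSO yeast wells and 100% = minimal medium wells without yeast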
# CHOP UPR activ = apoptotic UPR (CHOP) activation; activation, % at 10 µM; 0.34% of 330,000 active; CHO-CHOP luciferase reporter, luminescence; percent of tunicamycin response over DMSO baseline;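 active = at 10 µM dose, activation of 40% or more, normalized to positive control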;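 note: 100% = tunicamycin at 10 µg/mL and 0% = DMSO alone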
#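 Material: CHO-CHOP cells, stable luciferase reporter of PERK-eIF2a-CHOP signalling; quantity: 500 reporter cells seeded per well; buffer or medium: F12 medium containing 10% fetal bovine serum; compound: one dose, 10 µM in 0.5% DMSO; incubation: 6 h compound treatment, 37 °C; measured by: Steady-Glo luciferase luminescence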
# tim10-1 inh = tim10-1 yeast growth inhibition | S. cerevisiae tim10-1 ts strain growth, BacTiter-Glo, 24 h | inhibition, % at 20 µM | 2.2% of 330,000 active | AID 463190;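 active = inhibition of at least 40%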;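 note: mutant grown at 25 °C; 0% = DMSO wells with yeast and 100% = wells holding no yeast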
# 697 NFkB inh = lowers PMA/ionomycin-induced NF-kB signal in 697 B cells | 697 B-cell NF-kB luciferase reporter, 16 h | inhibition, % at 4 µM | 0.33% of 330,000 active | AID 435022; in the data active = inhibition above about 35%
# tim23-1 inh = growth inhibitors of tim23-1 mutant yeast. S. cerevisiae tim23-1 growth, BacTiter-Glo luminescence, 24 h. inhibition, % at 20 µM. 1.3% of 330,000 active;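 active = growth inhibition of the mutant yeast at or above 50%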;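 note: temperature-sensitive mutant grown at 25 °C; plate controls were DMSO-treated mutant yeast for no effect and medium wells lacking yeast for full effect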
# UPR XBP1 act = activators of adaptive arm of unfolded protein response (XBP1); AID 463104; CHO-XBP1 luciferase reporter, IRE1-XBP1 UPR activation, luminescence; percent of tunicamycin response, DMSO as zero; activation, % at 20 µM; 0.33% of 330,000 active;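 active = versus positive control, 20 µM dose yields 30% or more activation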;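 note: 100% = tunicamycin at 10 µg/mL and 0% = DMSO only wells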
#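 Material: CHO-XBP1 cells stably carrying IRE1-XBP1-driven luciferase reporter / Amount: 1000 cells per well / Compound: 20 µM, 1% DMSO / Times: 6 h treatment, 37 °C / Detection: luciferase luminescence / Measure: % activation of reporter signal versus tunicamycin and DMSO controls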
# Mdm2 MdmX PPI = disrupts the human Mdm2-MdmX interaction | inhibition, % at 8 µM | 3% of 330,000 active | AID 485346 | O15151+Q00987 | SaOS-2 split-luciferase Mdm2/MdmX complementation, luminescence;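 active = inhibition of at least 50% at 8 µM in the primary screen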
# Target sequence (O15151 whole entry, looked up): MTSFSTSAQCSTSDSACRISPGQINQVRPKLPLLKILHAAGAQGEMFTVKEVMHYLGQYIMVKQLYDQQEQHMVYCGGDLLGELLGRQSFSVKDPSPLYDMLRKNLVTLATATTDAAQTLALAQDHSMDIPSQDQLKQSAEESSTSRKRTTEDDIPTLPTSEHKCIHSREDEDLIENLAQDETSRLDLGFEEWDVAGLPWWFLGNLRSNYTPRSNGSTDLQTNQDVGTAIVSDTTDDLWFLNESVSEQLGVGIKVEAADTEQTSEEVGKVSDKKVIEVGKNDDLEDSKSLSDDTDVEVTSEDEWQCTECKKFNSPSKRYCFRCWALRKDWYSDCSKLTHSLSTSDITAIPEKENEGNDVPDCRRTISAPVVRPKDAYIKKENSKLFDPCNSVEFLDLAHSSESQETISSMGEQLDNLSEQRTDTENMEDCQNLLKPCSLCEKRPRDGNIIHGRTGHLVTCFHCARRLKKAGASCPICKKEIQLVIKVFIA
# Target sequence (Q00987 whole entry, looked up): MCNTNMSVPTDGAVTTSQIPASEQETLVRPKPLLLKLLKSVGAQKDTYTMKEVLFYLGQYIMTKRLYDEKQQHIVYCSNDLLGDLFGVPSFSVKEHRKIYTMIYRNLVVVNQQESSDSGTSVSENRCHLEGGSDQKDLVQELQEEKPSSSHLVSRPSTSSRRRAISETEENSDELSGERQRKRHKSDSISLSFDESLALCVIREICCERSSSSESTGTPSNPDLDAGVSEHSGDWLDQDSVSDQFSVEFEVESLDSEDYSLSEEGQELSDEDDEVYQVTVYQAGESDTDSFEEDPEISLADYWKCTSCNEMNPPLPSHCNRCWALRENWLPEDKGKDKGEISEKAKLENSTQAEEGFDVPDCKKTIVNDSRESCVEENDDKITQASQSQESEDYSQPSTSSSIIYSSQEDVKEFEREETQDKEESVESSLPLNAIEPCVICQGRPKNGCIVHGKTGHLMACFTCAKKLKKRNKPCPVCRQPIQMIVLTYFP
# An asterisk follows results filed as active.
# Second line of a record – Jurkat NFkB inh	697 NFkB inh	tim23-1 inh	tim10-1 inh	Mdm2 MdmX PPI	CHOP UPR activ	UPR XBP1 act	TIM10 inh
- CCN(CC)CCN(C(=O)c1ccc(S(=O)(=O)N(C)C2CCCCC2)cc1)c1nc2c(C)cccc2s1
 : 12	-1	24	35	24	1.8	-2	19
- CCOc1ccc(-c2nc(N)nc(C)c2-c2ccc(Cl)cc2)c(O)c1
 : -25	-11	33	5	17	-1.0	0	11
- CCOC(=O)c1ccc(-c2c(-c3ccccc3OC)oc3ccccc23)cc1F
 : -1	19	0	7	29	3.0	-1	1
- CCC(C)NCC(O)(c1ccc(Cl)cc1)c1ccc(Cl)cc1 (stereo unspecified)
 : -1	3	-24	0	-2	-1.0	-3	-1
- N#C/C(=C\c1cc(Cl)ccc1O)C(=O)NC1CCCCC1
 : -12	-32	31	27	18	6.3	5	22
- O=C(CSc1ccccn1)N1CCOCC1
 : -12	11	9	4	25	2.7	-1	4
- COCCn1c(SCC(=O)N2CCc3ccccc3C2)nc2ccccc2c1=O
 : -8	-2	2	-16	0	0.3	-1	-22
- CCCC(=O)Nc1cc(=O)n(C)c(=O)n1C
 : 1	-1	-1	-24	15	-0.3	-1	-4
- COC(=O)C(Cc1ccc(O)cc1)NC(=O)CCC(=O)Nc1ccc(S(N)(=O)=O)cc1 (stereo unspecified)
 : 2	16	15	7	-21	0.7	-2	3
- COc1cccc(CN2CC(C(=O)NCCN3CCOCC3)CCC2=O)c1 (stereo unspecified)
 : 15	6	-6	6	-5	2.5	-5	-4
- O=C(Nc1cc(C(F)(F)F)ccc1N1CCOCC1)C1CCCO1 (stereo unspecified)
 : -5	-2	1	-3	10	-0.5	4	0
- CN1CCN(C(c2cccc(Cl)c2)c2ccccc2Cl)CC1 (stereo unspecified)
 : -9	14	-26	12	55*	1.4	-2	21
- Cc1cccc(N(CC(O)CN2CCCC2)S(=O)(=O)c2ccccc2)c1 (stereo unspecified)
 : -1	-2	-41	-38	10	1.1	1	-4
- O=C(CCSCc1ccc(Cl)cc1)NCc1cccnc1
 : 4	10	-6	11	-18	2.0	0	-10
- Cn1c(=O)n(C)c2cc(NS(=O)(=O)c3ccccc3)ccc21
 : -2	36*	8	0	51*	2.0	-2	0
- Cc1n[nH]c(=O)nc1NCCN(C)C
 : 4	-7	3	6	13	-0.4	0	0
- O=C(Cn1cc([N+](=O)[O-])nc1[N+](=O)[O-])N1CCN(c2ccccc2)CC1
 : 9	8	1	23	-6	1.5	-1	19
- CCOC(=O)Nc1nnc(-c2ccc(OC)cc2)s1
 : 1	-12	40	31	-6	1.4	-1	32
- O=C(CN1CCN(Cc2ccccc2)CC1)Nc1cccc(S(=O)(=O)N2CCCCCC2)c1
 : 19	8	16	9	22	-1.0	-5	12
- O=C(CCC(=O)c1cccs1)NCc1ccccc1Cl
 : -2	3	4	-3	16	0.1	3	-7

# Another view of some results above.
SMILES,Jurkat NFkB inh,697 NFkB inh,tim23-1 inh,tim10-1 inh,Mdm2 MdmX PPI,CHOP UPR activ,UPR XBP1 act,TIM10 inh
Cn1c(=O)n(C)c2cc(NS(=O)(=O)c3ccccc3)ccc21,-2,36*,8,0,51*,2.0,-2,0
Cc1n[nH]c(=O)nc1NCCN(C)C,4,-7,3,6,13,-0.4,0,0

# (next part)
# Second line of a record – Jurkat NFkB inh	697 NFkB inh	tim23-1 inh	tim10-1 inh	Mdm2 MdmX PPI	CHOP UPR activ	UPR XBP1 act	TIM10 inh
- CCCCCOC(=O)CSc1nnc(-c2cc(OC)c(OC)c(OC)c2)o1
 : 9	11	28	23	24	0.5	-2	26
- COc1cccc(C2/C(=C(\O)c3ccc4c(c3)OCCO4)C(=O)C(=O)N2CCCn2ccnc2)c1 (stereo unspecified)
 : -4	-6	-2	-13	4	1.4	4	-6
- O=C(OCN1C(=O)c2ccccc2C1=O)c1cccnc1SC(F)F
 : 8	5	-1	5	-4	1.3	2	4
- COc1ccc(C(=O)CSc2n[nH]c(-c3ccco3)n2)cc1
 : -6	17	26	18	-5	0.5	-2	16
- Cc1ccc2c(c1)N(C(=O)CCC(=O)NCc1ccccn1)CC(C)O2 (stereo unspecified)
 : 12	12	-7	-5	-17	-1.9	-2	-10
- CCN(CC)S(=O)(=O)c1cc(OCC(N)=O)c(C)cc1Cl
 : 8	-19	-2	13	0	-2.5	-1	4
- Cc1cc(C)nc(NS(=O)(=O)c2ccc(NC(=O)C(C)C)cc2)n1
 : -6	-42	3	4	-5	0.0	0	-5
- CCOC(=O)N1CCc2c(sc3c2c(=O)n(Cc2ccccc2)c(=O)n3Cc2ccc(C)cc2)C1
 : 17	13	10	10	36	0.0	0	-2
- CCN1CCc2c(sc(NC(=O)C3COc4ccccc4O3)c2C(N)=O)C1 (stereo unspecified)
 : -59	-17	6	9	16	1.6	-1	13
- O=C(NCc1cccc2ccccc12)Nc1ccccc1
 : -11	-13	-3	10	-15	1.9	6	29
- O=C(O)c1cc(-c2ccccc2)n[nH]1
 : -9	-8	14	1	10	0.6	-2	-1
- O=C(N/N=C1\CCc2ccccc21)c1ccc(O)cc1
 : -121	-110	19	5	-100	2.7	-3	-15
- COCCNC(=O)c1ccc2c3n(nc2c1)-c1ccccc1CO3
 : -87	-133	1	8	-78	3.5	5	6
- CCOc1ccc(S(=O)(=O)c2c(C(=O)c3ccccc3)cnc3cc4c(cc23)OCCO4)cc1
 : -14	-17	45	25	23	-3.0	-1	20
- Cc1cc(N2CCOCC2)nc2ccccc12
 : -22	13	17	-2	7	1.8	4	5
- O=C(NCc1ccccn1)c1cccc(S(=O)(=O)NCc2ccccc2)c1
 : -6	17	-14	7	-7	-2.7	-5	-9
- N#Cc1cc(-c2ccccc2)cnc1Sc1ccc(Cl)cc1
 : 0	3	23	24	1	-1.5	-2	23
- CCCCn1c(N)c(N(CCOC)C(=O)CSc2n[nH]c(-c3ccc(C)cc3)n2)c(=O)[nH]c1=O
 : 8	1	15	10	37	0.3	-4	12
- O=C(NCc1ccco1)c1cc(-c2ccncc2)nc2ccccc12
 : -7	6	18	15	11	-0.3	1	1
- COc1ccccc1OCC(=O)Nc1ccncc1
 : -18	20	-5	-12	7	3.3	-2	-2

# Some entries already given with just Jurkat NFkB inh and tim10-1 inh.
SMILES | Jurkat NFkB inh | tim10-1 inh
Cc1cc(N2CCOCC2)nc2ccccc12 | -22 | -2
CCOc1ccc(S(=O)(=O)c2c(C(=O)c3ccccc3)cnc3cc4c(cc23)OCCO4)cc1 | -14 | 25
O=C(N/N=C1\CCc2ccccc21)c1ccc(O)cc1 | -121 | 5
COc1ccccc1OCC(=O)Nc1ccncc1 | -18 | -12
COCCNC(=O)c1ccc2c3n(nc2c1)-c1ccccc1CO3 | -87 | 8
CCCCCOC(=O)CSc1nnc(-c2cc(OC)c(OC)c(OC)c2)o1 | 9 | 23
O=C(NCc1ccco1)c1cc(-c2ccncc2)nc2ccccc12 | -7 | 15

# (further entries)
# Second line of a record – Jurkat NFkB inh	697 NFkB inh	tim23-1 inh	tim10-1 inh	Mdm2 MdmX PPI	CHOP UPR activ	UPR XBP1 act	TIM10 inh
- COc1ccc(COC(=O)C2=C(C)NC(=O)NC2c2ccccc2OC(C)C)cc1 (stereo unspecified)
 : -2	-17	30	2	21	1.0	-2	-8
- Cc1ccc(C2(C)NC(=O)N(CC(=O)Nc3ccccc3N3CCCCC3)C2=O)cc1 (stereo unspecified)
 : -5	4	35	29	1	1.0	-2	16
- COc1cccc(NC(=O)c2ccc(C(=O)c3ccccc3)o2)c1
 : -80	-2	32	33	-17	2.1	2	26
- NS(=O)(=O)c1ccc(CNC(=O)c2cc(-c3cccnc3)nc3ccccc23)cc1
 : -6	-4	5	-36	-2	-1.6	-7	-23
- CC(OC(=O)c1cccc(Cl)c1)C(=O)NC1CCCCC1C (stereo unspecified)
 : 21	1	23	24	15	0.2	-2	11
- COc1cc(CNC2CCCCCC2)cc(OC)c1OC
 : -8	-1	-4	10	-27	0.2	-2	11
- O=C(Nc1ccccc1C(=O)N/N=C/c1ccco1)c1ccc(Cl)cc1
 : -9	-9	40	39	-7	5.6	2	22
- COc1cc(OC)cc(-c2n[nH]c(=S)n2-c2cc(OC)ccc2OC)c1
 : -10	-6	0	17	1	-0.9	0	0
- O=C(Nc1cc(Cl)ccc1Cl)C1CCCO1 (stereo unspecified)
 : -1	6	12	3	12	-1.0	-1	9
- O=C(Cn1c(=O)cnc2ccccc21)NNC(=O)c1ccc(Cl)cc1
 : -9	-1	19	19	22	-0.2	-1	7
- COc1cc(SC)ccc1C(=O)Nc1ccc(OCC(=O)N2CCOCC2)cc1
 : -61	0	6	-2	5	5.3	0	-6
- CC(C)CNC(=O)CSc1nnc(-c2cccc(S(=O)(=O)N3CCCCC3)c2)o1
 : 9	-9	9	4	-21	-1.1	-3	12
- O=C(O)Cc1ccc(NC(=S)Nc2ccc(Br)cc2Cl)cc1
 : 2	25	2	-13	2	1.6	-1	-27
- COc1ccc(CNC(=O)C2CCN(S(=O)(=O)N3CCCC3)CC2)c(OC)c1
 : -1	3	1	-12	18	2.8	-3	6
- CCN(CC)S(=O)(=O)c1cccc(-c2csc(C)n2)c1
 : -14	-3	22	3	-7	2.8	1	-9
- CN(C)C(CNC(=O)c1cc2ccccc2o1)c1ccco1 (stereo unspecified)
 : 9	-6	-13	-4	3	0.4	1	-5
- COc1ccc(/C=N/Nc2nc(-c3ccc(C)cc3)c(C#N)c(=O)[nH]2)cc1
 : 2	25	8	10	11	0.9	1	-8
- Cc1ccc(-c2cc(C(=O)O)c3ccccc3n2)s1
 : 8	-29	4	10	10	1.5	-2	0
- Cn1cc(/C=N/NC(=O)c2ccccc2O)c2ccccc21
 : -8	-7	24	6	11	7.3	0	5

# Taken from above:
# O=C(Cn1c(=O)cnc2ccccc21)NNC(=O)c1ccc(Cl)cc1 in Jurkat NFkB inh: -9
# COc1ccc(COC(=O)C2=C(C)NC(=O)NC2c2ccccc2OC(C)C)cc1 (stereo unspecified) in CHOP UPR activ: 1.0
# CCN(CC)S(=O)(=O)c1cccc(-c2csc(C)n2)c1 in tim23-1 inh: 22
# COc1ccc(CNC(=O)C2CCN(S(=O)(=O)N3CCCC3)CC2)c(OC)c1 in TIM10 inh: 6

# Compound profiles (already shown).
# O=C(Cn1cc([N+](=O)[O-])nc1[N+](=O)[O-])N1CCN(c2ccccc2)CC1 is entered as Jurkat NFkB inh: 9; 697 NFkB inh: 8; tim23-1 inh: 1; tim10-1 inh: 23; Mdm2 MdmX PPI: -6; CHOP UPR activ: 1.5; UPR XBP1 act: -1; TIM10 inh: 19
# O=C(O)c1cc(-c2ccccc2)n[nH]1 is entered as Jurkat NFkB inh: -9; 697 NFkB inh: -8; tim23-1 inh: 14; tim10-1 inh: 1; Mdm2 MdmX PPI: 10; CHOP UPR activ: 0.6; UPR XBP1 act: -2; TIM10 inh: -1
